# Compound activity: PubChem, National Center for Advancing Translational Sciences (NCATS)
# GPT2 inh: inhibitors of human GPT2 alanine aminotransferase; Q8TD30; Recombinant GPT2, coupled pyruvate oxidase/HRP Amplex Red fluorescence; Potency, µM (titrated, usually from 57.7 µM), for inactives: top-dose activity change, negative = inhibition, usual class: inhibitors; hit rate 0.25% among 100,000; further: potency means the concentration at half of the fitted maximal effect; nearly all actives have a fitted effect of over 60% in size; many of its hits are not listed in these tables
# Target sequence (Q8TD30 whole entry, looked up): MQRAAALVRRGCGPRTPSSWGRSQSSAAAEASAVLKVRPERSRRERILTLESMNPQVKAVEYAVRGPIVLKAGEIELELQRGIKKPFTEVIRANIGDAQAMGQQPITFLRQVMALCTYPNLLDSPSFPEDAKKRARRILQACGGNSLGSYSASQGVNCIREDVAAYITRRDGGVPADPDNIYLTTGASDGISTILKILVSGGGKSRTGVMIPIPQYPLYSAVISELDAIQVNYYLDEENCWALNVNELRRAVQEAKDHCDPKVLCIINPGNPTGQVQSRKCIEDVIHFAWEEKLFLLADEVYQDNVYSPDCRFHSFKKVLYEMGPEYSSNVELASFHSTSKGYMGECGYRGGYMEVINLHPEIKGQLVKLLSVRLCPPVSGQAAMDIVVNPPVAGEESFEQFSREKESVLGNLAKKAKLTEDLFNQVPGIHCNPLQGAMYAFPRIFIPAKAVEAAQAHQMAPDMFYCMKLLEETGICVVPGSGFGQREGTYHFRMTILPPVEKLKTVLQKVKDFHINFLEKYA
#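 Recombinant GPT2 (10ng/uL) with 250uM a-KG and 2mM L-alanine, 30 min at room temperature, in HEPES pH 7.5 buffer. Pyruvate detected by pyruvate oxidase/HRP/Amplex Red fluorescence after 30 min in the dark; AOA (50uM) as positive control.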
# SNCA expr inh: SNCA gene expression inhibition; AID 1671194; HEK-293 SNCA-luciferase knock-in, luminescence, 24 h; Potency, µM (top dose mostly 57.2 µM), inactives show top-dose activity change, negative = inhibition, usual class: inhibitors; hit rate 0.17% among 140,000;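 further: potency means the concentration at half of the fitted maximal effect; plate controls were DMSO cells for no effect and cell-free wells for full effect; nearly all actives have a fitted effect of over 45% in size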
# FLuc inh: blocks purified firefly luciferase enzyme activity; Potency, µM (doses to about 115 µM), for the others: at the highest dose activity change, negative = inhibition, actives largely listed as inhibitors; hit rate 2.5% among 76,000; AID 1347043; purified P. pyralis luciferase, luminescence, biochemical; further: potency means the concentration at half of the fitted maximal effect; nearly all actives have a fitted effect of over 65% in size
# Target sequence (P08659 whole entry, looked up): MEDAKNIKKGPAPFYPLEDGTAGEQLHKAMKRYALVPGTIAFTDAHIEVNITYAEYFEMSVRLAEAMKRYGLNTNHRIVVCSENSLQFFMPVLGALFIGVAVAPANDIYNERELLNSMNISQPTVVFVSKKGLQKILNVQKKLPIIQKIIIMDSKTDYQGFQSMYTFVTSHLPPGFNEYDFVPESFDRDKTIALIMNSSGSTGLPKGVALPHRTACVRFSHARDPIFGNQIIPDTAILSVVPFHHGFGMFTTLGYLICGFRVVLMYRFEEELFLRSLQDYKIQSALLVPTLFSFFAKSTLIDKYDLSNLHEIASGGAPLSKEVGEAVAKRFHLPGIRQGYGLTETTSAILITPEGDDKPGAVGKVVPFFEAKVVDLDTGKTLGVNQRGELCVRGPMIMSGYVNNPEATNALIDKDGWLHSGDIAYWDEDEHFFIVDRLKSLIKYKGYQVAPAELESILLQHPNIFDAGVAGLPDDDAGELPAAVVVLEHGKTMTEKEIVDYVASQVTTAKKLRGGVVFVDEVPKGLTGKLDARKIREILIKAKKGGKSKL
#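 Biochemical qHTS: compound (6-point titration) added to 10uM D-luciferin plus 10uM ATP in Tris acetate pH 7.5 buffer with Mg, Tween-20 and BSA, then purified enzyme at 10nM; light output imaged.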
# HEK293 tox: cytotoxic compounds in HEK 293 cells; HEK 293 viability, ATP luminescence (CellTiter-Glo), 48-72 h; AID 1345083; Potency, µM (top dose mostly 115 µM), for inactives: at the top dose activity change, negative = cytotoxicity, hits mostly inhibitors; hit rate 6.6% among 94,000; further: potency means the concentration at half of the fitted maximal effect; nearly all actives have a fitted effect of over 60% in size
#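 CellTiter-Glo luminescence (cellular ATP) was read after 48 or 72 hr of compound exposure at 37 degree Celsius. Cells were HEK 293 plated at 250 cells/well.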
# NIH3T3 tox: cytotoxic compounds in NIH 3T3 cells; Potency, µM (series often up to 96.7 µM), without a hit: at the top dose activity change, negative = cytotoxicity, actives largely listed as inhibitors; NIH 3T3 viability, CellTiter-Glo ATP luminescence, 48-72 h; hit rate 4.3% among 94,000; AID 1345082; further: potency means the concentration at half of the fitted maximal effect; nearly all actives have a fitted effect of over 55% in size
#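 Cells were seeded at 400 per well, treated with pin-transferred compound, and kept 48 or 72 hr at 37 °C before CellTiter-Glo addition and luminescence imaging of cellular ATP.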
# SNCA viab count: reduces viability of HEK-293 SNCA reporter cells; Potency, µM (highest dose often 57.1 µM), for the others: top-dose activity change, negative = cytotoxicity, most hits filed as cytotoxic; HEK-293-SNCA-luc viability, GF-AFC fluorescence, 24 h; hit rate 0.12% among 150,000;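 further: potency means the concentration at half of the fitted maximal effect; 0% = DMSO-treated cells and -100% = medium-only wells without cells; nearly all actives have a fitted effect of over 30% in size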
#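 HEK-293-SNCA-luc cells (1500/well) plated 24 h, then exposed 24 h to a dilution series; GF-AFC added 30 min at 37C, fluorescence 405/540 nm; normalised to medium-only and DMSO wells, Hill fit.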
# IP6K1 inhibitor: inhibitors of human IP6K1; activity change, % (series mostly up to about 58 µM); Q92551; IP6K1 kinase, ADP-Glo luminescence, 2 h; stronger effect = lower value; hit rate 0.81% among 140,000; in the data active means activity change below about -25%
#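 ADP-Glo luminescence measures ADP made by human IP6K1 during a 2 h RT reaction with ATP/IP6 (mix at 1.3 mM/130 uM); top library doses 57.5 and 19.1 uM final.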
# The depositor's hits bear a star; i = inactive; ? = inconclusive; · = no result given; & = joins results of further samples; [ ] = remark or other dose. Unless noted, the call rests on the fitted dose curve; in most records, active means well fitted curve in the direction sought with a large enough effect; inconclusive means small, poorly fitted or top-dose-only effect, or another doubt; inactive means no such curve, though single readings can be large; an effect the other way counts as inactive or inconclusive. Unless noted, on the % scale 0 is the no-effect control and ±100 the full control effect. A portion of the library (hit frequency here may not be typical).
Molecule	GPT2 inh	SNCA expr inh	FLuc inh	HEK293 tox	NIH3T3 tox	SNCA viab count	IP6K1 inhibitor
COc1ccc(Cl)cc1NS(=O)(=O)c1c(C)nc2scc(C)n2c1=O	·	-13%	·	·	·	18%	41
Cc1ccc(CNC(=O)CSc2ncc(S(=O)(=O)c3ccc(Br)cc3)c(=O)[nH]2)cc1	·	-15%	·	·	·	-2%	3
COc1ccc(C2(C(=O)N[C@H]3COC[C@H]3Cc3cc(C)no3)CCCC2)cc1	i	10%	-3%	i	4%	-1%	1
CCc1ccc(NS(=O)(=O)c2c(-c3ccccc3)csc2C(=O)OC)cc1	·	-14%	·	·	·	-10%	-6
CC(C)NC(=O)C1CCC(Cn2c(=O)c3sccc3n(CC(=O)NCc3ccccc3)c2=O)CC1 (stereo not given)	·	23%	·	·	·	3%	-10
CC(C)n1c(C2CCN(C(=O)c3n[nH]c4ccccc34)CC2)nn(C)c1=O	1%	6%	0%	3%	i	3%	-5
CCNC(=O)Nc1ccc(OCC(=O)N2CCCCC2)nc1	i	1%	-7%	i	i	7%	19
CCOC(=O)c1ccc(NC(=O)Cn2c(=O)cc(C)c3c(C)nn(-c4ccc(CC)cc4)c32)cc1	·	-9%	·	·	·	-4%	2
Cc1noc(C)c1CN1CCc2nc(C(=O)NCCOc3ccccc3)oc2CC1	3%[88.5 µM]	7%[87.6 µM]	-16%[172 µM]	?	-27%[138 µM]	-2%[87.6 µM]	-5
CC(C)OCCCNC(=O)CC1=C2CCCCC2N(C(C)C)C1=O (stereo not given)	2%	4%	0%	i	-8%	3%	26
O=C(c1ccccc1OCC1CCCN(Cc2ccncc2F)C1)N1CCOCC1 (stereo not given)	i	-12%	0%	-8%	-25%	-5%	-5
CN1CCN(Cc2cc(F)cc(Cl)c2)CC12CCNC(=O)CC2 (stereo not given)	3%	-21%	3%	-1%	0%	-4%	3
CCOc1ccc(CCNC(=O)CCSCc2cccc(Cl)c2)cc1OCC	·	13%	·	·	·	-2%	-1
CCN1CCN(CC(=O)NCc2cc(N3CCOCC3)ncn2)CC1	4%	16%	0%	0%	4%	4%	13
Cn1cccc1C(=O)N1CCn2c(nnc2[C@@H]2C[C@@H](O)CN2Cc2ccccc2)C1	i	25%	1%	i	-2%	6%[12.5 µM]	-6
CC(=O)c1ccc(S(=O)(=O)N2CCC(Oc3ccc(-n4cnnn4)cc3)CC2)cc1	·	16%	·	·	·	13%	13
O=C(COc1ccc(F)cc1F)N1C[C@H]2CC=CC[C@H]2C1	1%	27%	-20%	-23%	-21%	6%	8
CSc1ccccc1NC(=O)c1cnc(-c2ccc(C)cc2)nc1-c1ccncc1	i	-20%	-9%	?	?	-25%	9
CCN1c2cc(C(=O)Nc3cccc(C(F)(F)F)c3)ccc2C(=O)N2CCCCCC21 (stereo not given)	i	?	-4%	13µM*	?	21%[12.5 µM]	-4
CCn1cnnc1CC1CCN(C(=O)c2ccccc2)CC1	i	6%	-2%	-1%	1%	3%	18
Cc1ccc(S(=O)(=O)N2[C@@H]3CC[C@H]2CC(NC(=O)c2ccncc2)C3)c(C)c1 (stereo not given in full)	i	-26%	-3%	?	?	4%	23
Cc1noc2c(Nc3ccc(C(N)=O)cc3)cc(-c3ccc(F)cc3)nc12	-5%[88.5 µM]	-25%[87.6 µM]	8%[172 µM]	-32%[172 µM]	?	-17%[87.6 µM]	7
CCOc1ccc(CNC(=O)CSc2c3c(nc4cc(Cl)ccc24)CCCC3)cc1	·	-30%	·	·	·	-26%	2
COCC1CN(C(C)=O)CC12CCN(C(=O)C1CC=CCC1)CC2 (stereo not given)	-3%	24%	5%	-13%	-6%	5%	1
COc1ccc(N2CCN(C(=O)C(C)n3nc(C)c4sc5ccccc5c4c3=O)CC2)cc1 (stereo not given)	·	5%	·	·	·	-13%	10
CN(C)CC[C@@H](c1ccc(Br)cc1)c1ccccn1	-8%&-1%	-3%	·	·	·	-12%	34
CCCCc1ccc(NC(=O)Cn2nnc3sc4c(c3c2=O)CCC(C)C4)cc1 (stereo not given)	·	15%	·	·	·	-2%	1
COCCCNC(=O)CSc1nc2cc3c(cc2c(=O)n1CCCCCC(=O)NCc1ccc2c(c1)OCO2)OCO3	·	16%	·	·	·	-8%	7
Cc1ccccc1N(C)C1CN(Cc2cccnc2)C1	i	-21%[87.6 µM]	·	?	-25%[138 µM]	7%[87.6 µM]	-2
CN(C)C(C(=O)N1CCN(C2CCCC2)C(=O)C1)c1cccc(F)c1 (stereo not given)	i[11.5 µM]	28%	5%	4%	-21%	-4%	-8

# Reprinted at random: 6 records from the list, in no set order.
Molecule	GPT2 inh	SNCA expr inh	FLuc inh	HEK293 tox	NIH3T3 tox	SNCA viab count	IP6K1 inhibitor
Cc1ccccc1N(C)C1CN(Cc2cccnc2)C1	i	-21%[87.6 µM]	·	?	-25%[138 µM]	7%[87.6 µM]	-2
Cc1ccc(S(=O)(=O)N2[C@@H]3CC[C@H]2CC(NC(=O)c2ccncc2)C3)c(C)c1 (stereo not given in full)	i	-26%	-3%	?	?	4%	23
COCCCNC(=O)CSc1nc2cc3c(cc2c(=O)n1CCCCCC(=O)NCc1ccc2c(c1)OCO2)OCO3	·	16%	·	·	·	-8%	7
COCC1CN(C(C)=O)CC12CCN(C(=O)C1CC=CCC1)CC2 (stereo not given)	-3%	24%	5%	-13%	-6%	5%	1
CN(C)C(C(=O)N1CCN(C2CCCC2)C(=O)C1)c1cccc(F)c1 (stereo not given)	i[11.5 µM]	28%	5%	4%	-21%	-4%	-8
CCCCc1ccc(NC(=O)Cn2nnc3sc4c(c3c2=O)CCC(C)C4)cc1 (stereo not given)	·	15%	·	·	·	-2%	1

# More records follow.
Compound	GPT2 inh	SNCA expr inh	FLuc inh	HEK293 tox	NIH3T3 tox	SNCA viab count	IP6K1 inhibitor
CCOC(=O)[C@@H](N)Cc1ccc(-c2cc(O[C@H](c3ccc(Cl)cc3-n3ccc(C)n3)C(F)(F)F)nc(N)n2)cc1	3%&4%	-18%	·	·	·	-15%&5%	7
Cc1[nH]c2ccccc2c1C1(O)C(=O)Nc2ccc(Cl)cc21 (stereo not given)	·	9%	·	·	·	3%	3
COc1ccc(NC(=O)Cn2c(C)cc3nc4n(c(=O)c32)CCCCC4)c(OC)c1	i	-8%	7%	-3%	-7%	-12%	-1
CCOCCCNC(=O)N1C[C@@H](Oc2cccnc2)C[C@@H]1C(=O)NC	i	-10%	4%	1%	-15%	7%	34
COc1ccc(CN[C@@H]2CO[C@H](CNC(=O)NC(C)C)[C@H]2O)cc1	i	16%[87.6 µM]	-4%[172 µM]	-8%[172 µM]	-3%[174 µM]	3%[87.6 µM]	12
O=C(NCCc1ccc(Cl)cc1)c1nc(-c2ccc(Cl)cc2)c2ccccn12	i	1%	-11%	?	-29%	11%	12
Cc1oc(C(O)c2ccccc2F)nc1C(=O)Nc1ccc(C(N)=O)cc1 (stereo not given)	-2%[88.5 µM]	25%[87.6 µM]	-24%[172 µM]	?	?	5%[87.6 µM]	-5
COc1ccc(CNC(=O)Cn2nnc(-c3ccc(C(F)(F)F)cc3)n2)cc1	·	88%[activator]	·	·	·	-10%	-2
O=C(CN1C(=O)CCc2cc(S(=O)(=O)N3CCOCC3)ccc21)Nc1cccc(C(F)(F)F)c1	·	?	·	·	·	-18%	-12
CSc1ccc(-c2cccc(CN3CCC(NC(=O)Nc4ccccc4F)CC3)c2)cc1	·	·	·	18µM*	13µM*	·	27
COc1ccccc1C(=O)N1CC(Oc2ccc(F)cc2F)C1	-4%	1%	·	-16%	-13%	-8%	-12
CC1(C(=O)NCc2cnccn2)CN(Cc2ccccc2)Cc2ccc(Nc3ccccc3)nc21 (stereo not given)	-25%	-16%	-13%	?	-27%	-12%	-4
Cc1ccc(CNC(=O)c2ccc(CS(=O)Cc3cccc(Cl)c3)o2)cc1 (stereo not given)	·	-6%	·	·	·	-12%	26
Cc1ncc(C(=O)NCc2ccc3[nH]c(-c4ccccc4F)c(C)c3c2)c(C)n1	-5%[11.5 µM]	4%	6.3µM*	?	?	-12%	-4
CC(C)NC[C@H](O)COc1cccc2ccccc12	4%	6%	·	·	·	5%	·
Cc1cc(C(=O)N[C@@H]2CN(Cc3cccnc3)C[C@H]2CN(C)C)no1	-1%	?	4%	i	-4%	2%	16
NCC(=O)N1CCC(n2nccc2NC(=O)c2cccc(F)c2)CC1	4%	-13%	3%	-2%	-18%	-11%	-5
CC1C(=O)CC2C3CCC(C(=O)O)C12CC3(C)CO (stereo not given)	-10%	·	·	·	·	9%	0
CC1CCC(NC(=O)CN2C(=O)NC3(CCS(=O)(=O)CC3)C2=O)CC1 (stereo not given)	-8%	34%[activator]	6%	8%	3%	4%	-14
O=C1NCCCCCCN(C(=O)c2cc(C3CC3)[nH]n2)[C@H]2CCCC[C@@H]12	2%	13%	-5%	-11%	-28%	6%	-9
CCOc1ccccc1CN1CCCC12Cc1ccccc1CNC2=O (stereo not given)	-4%	-12%	·	-19%	-17%	?	-7
O=C(CCC1CCCN(Cc2cccn2-c2ccccn2)C1)Nc1ccccc1F (stereo not given)	i	-30%	-2%	-16%	-4%	3%	-11
Cc1ccc2nc(N(Cc3cccnc3)C(=O)C3CCCCC3)sc2c1	·	66%[activator]	·	·	·	-3%	-9
CN1CCN(CCCN2c3ccccc3Sc3ccc(C(F)(F)F)cc32)CC1	0%&3%	-24%	·	·	·	-3%	8
COc1ccc(CN2C(=O)CO[C@H](c3ccc(NS(=O)(=O)c4ccccc4)cc3)[C@H]2CO)cc1	-3%	-17%	0%	-18%	?	-2%	2
Cc1ccc(Cl)cc1-n1ncc2c(Nc3cccc(C)c3C)ncnc21	·	-4%	·	·	·	-15%	2
CCO[C@H]1CN(C(=O)CCS(=O)(=O)c2ccccc2)C[C@@H]1O	i[11.5 µM]	9%	2%	-22%	-9%	3%	-13
COc1ccc(C(=O)N[C@@H]2CCC[C@@H]2C(=O)NCCOc2ccccc2OC)cc1	i	22%	1%	i	-6%	-25%	10
CCn1c(CO)nnc1C1CC(NC(=O)Cc2c[nH]c3ccccc23)C1 (stereo not given)	i	-25%	3%	i	-7%	-12%	8
